# Screening results: PubChem BioAssay, several laboratories
# DAX1 inh-1: DAX1 (NR0B1) inhibition, primary screen; HEK293T StAR-luciferase reporter, SF-1/DAX-1 repression relief; inhibition, % at 6.8 µM; 370,000 compounds, 1.1% hits; AID 652010;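 active = inhibition above the mean over all tested compounds plus 3 SD, cut at about 3.6% in these data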;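 also: 0% = DAX-1 cells with DMSO and 100% = cells lacking DAX-1 with DMSO; higher inhibition means more luminescence from relief of DAX-1 repression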
# NPR1 activator: GC-A (human) enzyme activation. HEK293 GC-A cells, cGMP TR-FRET, EC30 ANP; 0% at EC30 ANP, 100% saturating ANP. activation, % at 10 µM. 370,000 compounds, 0.14% hits; in the data active = activation above about 40%
# HGIII-sPLA2 inh: Inhibits HGIII-sPLA2 liposome hydrolysis, primary screen; QFRET BODIPY PC-A2 liposome hydrolysis, fluorescence; inhibition, % at 12.2 µM; 370,000 compounds, 0.56% hits; AID 743126;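 active = inhibition above mean plus 3 SD of compounds lying within the high and low control bounds, cut at about 19% in these data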;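 also: 0% = median of test compound wells and 100% = no enzyme DMSO wells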
# GC-B act: GC-B (human) receptor activation | P20594 | HEK293-GC-B cells, CNP EC30, cGMP TR-FRET; 0% at EC30 CNP, 100% saturating CNP | activation, % at 10 µM | 370,000 compounds, 0.11% hits;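 active = activation at 10 µM reaching about 35% in either raw or pattern-adjusted values, limit read from the data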
# ssDAF-12 act: activates DAF-12 receptor from parasite S. stercoralis; HEK293 ssDAF-12/GRIP1 lit1-tk-luc reporter, luminescence; % of 3 µM dafachronic acid response; activation, % at 6.8 µM; 370,000 compounds, 1% hits; AID 652126;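 active = activation above the mean over all tested compounds plus 3 SD, cut at about 0.9% in these data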;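 also: 0% = DMSO-only wells and 100% = 3 µM delta7-dafachronic acid wells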
# SMARCA2 activ: activators of SMARCA2 function | MG213 cells, MMTV-luciferase reporter, dexamethasone, overnight | 370,000 compounds, 1% hits | activation, % at 9.1 µM; in the data active = activation above about 7.8%;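 also: 0% = vehicle wells and 100% = reference activator wells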
# hgDAF12 agonist: agonists of H. glycines DAF-12 nuclear receptor. HEK293 GAL4-hgDAF12 UAS-luciferase reporter, agonist luminescence; normalized to butyrate control. 370,000 compounds, 1.8% hits. AID 687014. activation, % at 6.8 µM;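 active = activation above a cutoff set at the mean of all screened compounds plus 3 SD, cut at about 10% in these data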;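 also: 0% = DMSO wells and 100% = sodium butyrate wells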
# ADAM10 inh: inhibits human ADAM10. O14672. recombinant ADAM10, EDANS/DABCYL FRET peptide cleavage, 3 h. inhibition, % at 7 µM. 370,000 compounds, 0.62% hits;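 active = inhibition above a per-campaign cutoff equal to the mean of compounds falling between control-based bounds plus 3 SD, cut at about 20% in these data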;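 also: 0% = DMSO wells while the 100% control is not disclosed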
# Target sequence (O14672 214-748 limits assumed): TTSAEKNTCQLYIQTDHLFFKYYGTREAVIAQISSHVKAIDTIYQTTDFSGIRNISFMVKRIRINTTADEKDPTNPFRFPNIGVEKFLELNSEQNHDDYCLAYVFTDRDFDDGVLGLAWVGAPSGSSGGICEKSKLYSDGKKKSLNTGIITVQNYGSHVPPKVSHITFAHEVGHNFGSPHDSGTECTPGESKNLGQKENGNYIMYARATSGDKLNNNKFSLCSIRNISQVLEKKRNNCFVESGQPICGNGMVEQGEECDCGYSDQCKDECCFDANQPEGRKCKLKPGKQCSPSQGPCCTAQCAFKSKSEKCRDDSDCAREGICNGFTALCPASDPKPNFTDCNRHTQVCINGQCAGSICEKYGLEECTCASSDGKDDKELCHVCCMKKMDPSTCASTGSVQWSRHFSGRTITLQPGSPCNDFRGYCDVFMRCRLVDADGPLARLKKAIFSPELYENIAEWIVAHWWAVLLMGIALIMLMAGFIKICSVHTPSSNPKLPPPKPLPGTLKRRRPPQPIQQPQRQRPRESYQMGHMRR
# DAX1 inh-2: NR0B1 (DAX1) inhibition | inhibition, % at 6.75 µM | 340,000 compounds, 0.99% hits | AID 504766 | HEK293 Gal4-DAX1 luciferase reporter, luminescence;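 active = inhibition above the mean over all tested compounds plus 3 SD, cut at about 4.2% in these data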;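 also: 0% = DAX1-transfected cells with DMSO and 100% = empty-vector control cells with DMSO; inhibition shows as a rise in luminescence from relieved DAX1 repression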
# Target sequence (P51843 207-470 limits assumed): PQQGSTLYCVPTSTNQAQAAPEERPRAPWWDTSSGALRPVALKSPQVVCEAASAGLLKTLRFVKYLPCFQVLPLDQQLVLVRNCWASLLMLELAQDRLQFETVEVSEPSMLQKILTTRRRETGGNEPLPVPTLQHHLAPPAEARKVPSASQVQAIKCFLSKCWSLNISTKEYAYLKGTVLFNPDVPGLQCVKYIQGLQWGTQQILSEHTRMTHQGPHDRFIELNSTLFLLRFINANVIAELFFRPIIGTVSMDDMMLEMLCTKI
# hcDAF12 agonist: activators of H. contortus DAF-12 nuclear receptor; HEK293 hcDAF-12 lit1-tk-luc reporter, luminescence; 0% DMSO, 100% Δ7-dafachronic acid; AID 652067; 370,000 compounds, 1.4% hits; activation, % at 6.8 µM;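 active = activation above the mean of all tested compounds plus 3 SD, cut at about 5.5% in these data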;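 also: 100% = response to 3 µM Δ7-dafachronic acid high control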
# FXN GAA850 act: increases GAA850 frataxin promoter reporter activity | 360,000 compounds, 0.56% hits | activation, % at 6 µM | HEK293 lucGAA850 FXN promoter luciferase reporter, 24 h; percent of 10 µM SAHA response;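 active = activation above the average of all compounds screened plus 3 SD, cutoff fixed separately per campaign, cut at about 7.5% in these data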;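 also: 0% = DMSO wells and 100% = 10 µM SAHA wells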
# The depositor's hits bear a star; x = no result given.
# Sample of the layout:
SMILES,DAX1 inh-1,NPR1 activator,HGIII-sPLA2 inh,GC-B act,ssDAF-12 act,SMARCA2 activ,hgDAF12 agonist,ADAM10 inh,DAX1 inh-2,hcDAF12 agonist,FXN GAA850 act
Cc1c(C(=O)N2CCOCC2)oc2ccc(S(=O)(=O)N3CCCCCC3)cc12,0.5,-3,3,3,-0.9,-8,-1.6,2,-1.4,-0.7,-0.3
COc1ccc(CCNC(=O)CSc2nc3[nH]ncc3c(=O)n2-c2cccc(C(F)(F)F)c2)cc1OC,-0.8,-3,-11,1,-1.1,2,-1.7,6,-0.8,-0.4,-4.5
Cc1ccc(NC(=O)/C(=C\C=C\c2ccccc2)NC(=O)c2ccccc2)cc1,-0.1,-3,0,8,-0.8,0,0.6,4,-1.1,-0.8,0.7
COc1ccc(Br)cc1/C=N/NS(=O)(=O)c1ccccc1,-0.5,-3,-17,6,-1.6,1,-1.9,-1,3.7,0.8,0.6
CCOC(=O)C1CCCN(c2c(N3CCN(C)CC3)c(=O)c2=O)C1 (configuration not stated),0.5,3,1,1,-0.8,-1,-1.4,-3,0.5,-0.2,0.0
COc1cccc(C(=O)N2CCSC2=S)c1,-0.2,4,1,10,-0.9,0,-0.7,0,-0.3,0.7,-2.2
Cc1cc(NC(=O)CN2C(=O)NC3(CCCCC3)C2=O)ccc1N1CCCC1,-0.5,2,-1,0,-0.4,-3,0.0,-15,0.1,0.0,0.7
Cc1ccc(C)c(NC(=S)N2CCC(NC(=O)c3cccc(F)c3)CC2)c1,0.0,-4,-1,-9,-1.0,0,1.4,8,1.6,0.4,0.0
CC(C)CC(=O)Nc1ccc(S(=O)(=O)Nc2nccs2)cc1,0.2,0,-6,3,-1.4,-2,-1.1,-4,-0.1,0.2,1.9
C(CNC1C2CC3CC(C2)CC1C3)CN1CCOCC1 (configuration not stated),0.1,1,-1,4,-0.1,2,1.5,-9,-1.1,-0.8,-1.8

# Results, repeating the preview:
SMILES,DAX1 inh-1,NPR1 activator,HGIII-sPLA2 inh,GC-B act,ssDAF-12 act,SMARCA2 activ,hgDAF12 agonist,ADAM10 inh,DAX1 inh-2,hcDAF12 agonist,FXN GAA850 act
Cc1c(C(=O)N2CCOCC2)oc2ccc(S(=O)(=O)N3CCCCCC3)cc12,0.5,-3,3,3,-0.9,-8,-1.6,2,-1.4,-0.7,-0.3
COc1ccc(CCNC(=O)CSc2nc3[nH]ncc3c(=O)n2-c2cccc(C(F)(F)F)c2)cc1OC,-0.8,-3,-11,1,-1.1,2,-1.7,6,-0.8,-0.4,-4.5
Cc1ccc(NC(=O)/C(=C\C=C\c2ccccc2)NC(=O)c2ccccc2)cc1,-0.1,-3,0,8,-0.8,0,0.6,4,-1.1,-0.8,0.7
COc1ccc(Br)cc1/C=N/NS(=O)(=O)c1ccccc1,-0.5,-3,-17,6,-1.6,1,-1.9,-1,3.7,0.8,0.6
CCOC(=O)C1CCCN(c2c(N3CCN(C)CC3)c(=O)c2=O)C1 (configuration not stated),0.5,3,1,1,-0.8,-1,-1.4,-3,0.5,-0.2,0.0
COc1cccc(C(=O)N2CCSC2=S)c1,-0.2,4,1,10,-0.9,0,-0.7,0,-0.3,0.7,-2.2
Cc1cc(NC(=O)CN2C(=O)NC3(CCCCC3)C2=O)ccc1N1CCCC1,-0.5,2,-1,0,-0.4,-3,0.0,-15,0.1,0.0,0.7
Cc1ccc(C)c(NC(=S)N2CCC(NC(=O)c3cccc(F)c3)CC2)c1,0.0,-4,-1,-9,-1.0,0,1.4,8,1.6,0.4,0.0
CC(C)CC(=O)Nc1ccc(S(=O)(=O)Nc2nccs2)cc1,0.2,0,-6,3,-1.4,-2,-1.1,-4,-0.1,0.2,1.9
C(CNC1C2CC3CC(C2)CC1C3)CN1CCOCC1 (configuration not stated),0.1,1,-1,4,-0.1,2,1.5,-9,-1.1,-0.8,-1.8
COc1ccc(C(=O)N/C=C/n2cnc3cc(C(F)(F)F)ccc32)cc1,-0.3,-5,-5,-7,-1.9,-1,0.3,-3,1.5,0.3,-0.6
COc1ccc(Nc2nnc(C)c3ccccc23)cc1,0.2,3,13,-5,-1.2,-2,2.3,-11,1.4,0.0,1.2
O=C(NCc1ccccc1)C(c1ccccc1F)n1c(=O)c(-c2cc3ccccc3[nH]2)nc2ccccc21 (configuration not stated),-1.1,2,-62,14,-0.2,-6,0.9,-368,x,3.4,x
COc1ccccc1N(CC(=O)N/N=C(\C)c1cccc(Br)c1)S(C)(=O)=O,0.2,-2,-7,7,-0.9,2,1.7,-7,0.6,0.3,-0.1
Cc1ccc(C)c(CN2CCC(CNC(=O)Nc3ccc(C)c(F)c3)CC2)c1,-0.5,-9,-11,-7,-0.7,-2,-1.5,1,0.1,-1.7,1.1
O=C(CSc1nnc(-c2ccccc2)n1-c1ccc(Cl)cc1)NN=Cc1c[nH]c2ccccc12,-1.7,-13,-22,-11,-0.1,-4,-3.9,20,x,2.1,x
Cc1ccc(NS(=O)(=O)c2ccc(-c3coc(C)n3)cc2)c(Br)c1,-0.2,-3,-27,3,-0.9,-2,1.6,-4,1.3,0.4,1.6
CCC(CO)Nc1ccn2nc(-c3cccs3)cc2n1 (configuration not stated),3.9*,3,6,3,-0.4,3,11*,-284,x,3.6,4.8
COc1ccc2c(c1OC)C(=O)OC2CC(=O)O (configuration not stated),0.4,2,6,2,-1.2,-2,3.5,-40,1.3,-1.0,-2.1
O=C(COC(=O)c1ccc[nH]c1=O)Nc1ccc(N2CCCCC2)cc1,-6.9,-2,3,2,-3.1,-10,-17,-1,-3.7,-8.1,-12
COc1ccc(-c2noc(CCC(=O)NCc3cccnc3)n2)cc1,-0.6,4,-1,2,-1.3,-3,-0.9,3,-0.6,3.3,-0.1
CC(=O)c1ccc(-c2ccc(C(=O)Nc3nc(-c4ccccn4)cs3)o2)cc1,-0.5,-4,10,2,-0.7,0,2.6,-361,0.9,0.4,0.9
COc1cc(NC2c3ccccc3C(=O)N2Cc2ccccc2Cl)cc(OC)c1 (configuration not stated),-1.1,-33,-7,-20,-0.7,-6,-2.4,-2,-0.1,-2.5,6.6
Cc1ccccc1C(=O)/C(C#N)=N/Nc1c(C)n(C)n(-c2ccccc2)c1=O,-1.4,0,15,-2,-0.9,-4,-5.6,7,-1.3,-2.0,-0.7
CCOC(=O)c1sc(NC(=O)CSc2n[nH]c(-c3ccncc3)n2)c(C#N)c1C,-0.4,-2,-7,1,-1.0,-3,0.4,0,-0.8,-0.5,0.8
Cc1ccccc1-c1nnc(SCC(=O)Nc2ccc(Cl)cc2)n1N,-0.9,-4,1,0,-1.2,0,-0.6,6,-0.1,-1.6,2.3
Nc1cc(Cl)nc(N/N=C/c2ccccc2[N+](=O)[O-])n1,1.0,3,3,13,-1.0,4,7.3,-5,1.0,0.1,5.3
CCCCn1nc(C(=O)Nc2cc(C(F)(F)F)ccc2N2CCOCC2)ccc1=O,-1.2,3,2,2,-0.7,8,0.8,4,-0.4,-2.3,-0.1
CC1CCCCC1NC(=O)COC(=O)Cc1ccc(Cl)cc1 (configuration not stated),-0.6,0,2,-3,-0.2,-2,1.1,-4,0.6,-1.6,1.4
COc1cccc(-c2c(C(=O)N/N=C/c3ccncc3)nnn2-c2nonc2N)c1,-1.3,-1,-9,1,-1.3,1,-1.5,4,1.1,0.3,-0.6
S=c1[nH]nc(COc2cccc(Cl)c2)n1Cc1ccccc1,0.2,1,-12,-2,0.1,-1,-1.9,10,0.0,-0.1,1.2
Cc1cc(C)c(S(=O)(=O)c2ccc(Cl)cc2C)c(Cl)n1,-0.3,-1,-6,-2,-1.8,-2,-1.3,7,-0.1,-1.7,0.6
COc1cc(SC)ccc1C(=O)N1CCN(Cc2ccccc2)CC1,-0.2,0,-1,1,-1.1,-2,-1.4,1,0.0,-1.4,-1.0
CCCN(C(=O)/C=C/c1nc2ccccc2s1)C1CCS(=O)(=O)C1 (configuration not stated),0.8,2,10,-4,-0.3,-3,-0.2,-168,0.3,0.2,0.2
Cc1ccc(/C=C(\C#N)C(=O)NC(C)c2ccccc2)o1 (configuration not stated),0.2,-4,0,0,-1.1,-1,-1.0,0,-0.2,-0.9,1.5
Cc1ccccc1CSc1nnc(-c2ccco2)n1Cc1ccco1,-1.3,-7,-9,-2,-1.9,-1,-1.5,5,-1.4,-0.9,-1.9
C[C@H]1CN([C@@H](C)CO)C(=O)c2cc(C#CCC3CCCC3)cnc2O[C@@H]1CN(C)C(=O)CC1CC1,0.4,1,-11,4,-1.1,3,2.4,-4,-0.8,0.0,1.7
Cc1ccc(S(=O)(=O)NCCCC(=O)O)cc1,-0.2,0,3,-3,-0.9,-2,5.5,-4,-0.7,-0.5,2.2
Cn1cnc([N+](=O)[O-])c1Cl,-0.8,0,-2,3,0.0,-5,0.5,-6,x,-1.5,0.8
CC1(C)Nc2ccccc2C(=O)N1c1ccc(Br)cc1,2.7,3,10,4,3.0*,6,13*,-62,9.2*,6.8*,0.9
O=C(C1=NN(c2ccccc2)C2C(=O)N(c3cccc(Cl)c3)C(=O)C12)c1ccccc1 (configuration not stated),-0.2,3,-9,-1,-0.3,-3,-0.8,-12,-2.0,2.1,-0.3
CC(=O)c1cccc(-c2ccnc3c2CC(C(=O)Nc2ccc(Cl)cc2)O3)c1 (configuration not stated),-3.7,-3,-36,0,-1.5,-6,0.0,24*,x,-1.6,-3.0
O=C(Cc1c(F)cccc1Cl)NCCN1CCOCC1,1.5,4,7,0,-1.2,-6,-0.9,8,-1.3,-0.8,-1.2
Cc1cc(C)c(OCC(=O)Nc2cccc(NC(=O)c3ccco3)c2)c(Br)c1,-1.5,4,-27,3,-2.2,-3,-5.5,21*,-2.0,-4.7,1.0
C#CC[N+](C)(C)CC#Cc1ccc(C)cc1,-0.6,8,3,-1,-0.9,-1,1.2,-10,-0.7,-0.8,0.8
CCN(CC)C(=O)Cn1cc(S(=O)(=O)CC(=O)NC2CCCCC2)c2ccccc21,0.1,-3,6,1,-2.0,-4,0.0,-2,-0.2,0.1,-0.2

# Record cards, as listed above. Order of screens: DAX1 inh-1 | NPR1 activator | HGIII-sPLA2 inh | GC-B act | ssDAF-12 act | SMARCA2 activ | hgDAF12 agonist | ADAM10 inh | DAX1 inh-2 | hcDAF12 agonist | FXN GAA850 act
# Cc1cc(C)c(OCC(=O)Nc2cccc(NC(=O)c3ccco3)c2)c(Br)c1 is entered as -1.5 | 4 | -27 | 3 | -2.2 | -3 | -5.5 | 21* | -2.0 | -4.7 | 1.0
# CCN(CC)C(=O)Cn1cc(S(=O)(=O)CC(=O)NC2CCCCC2)c2ccccc21 is entered as 0.1 | -3 | 6 | 1 | -2.0 | -4 | 0.0 | -2 | -0.2 | 0.1 | -0.2
